# Screens deposited in PubChem by several laboratories.
# GASC-1 inh: human JMJD2C demethylase inhibition; Q9H3R0; GST-JMJD2C(1-420) H3K9me3 demethylation, DELFIA europium; inhibition, % at 2.35 µM; actives 0.069% (n = 330,000); AID 2099;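 active = more than half of a compound's replicate wells show inhibition beyond 50%, single wells judged on their own value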;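 note: signal counts dimethyl H3K9 product captured on neutravidin plate; 0% = median of DMSO wells and 100% = 0.3 times that DMSO median; strong numbers were not always called active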
# Target sequence (Q9H3R0 1-420 limits assumed): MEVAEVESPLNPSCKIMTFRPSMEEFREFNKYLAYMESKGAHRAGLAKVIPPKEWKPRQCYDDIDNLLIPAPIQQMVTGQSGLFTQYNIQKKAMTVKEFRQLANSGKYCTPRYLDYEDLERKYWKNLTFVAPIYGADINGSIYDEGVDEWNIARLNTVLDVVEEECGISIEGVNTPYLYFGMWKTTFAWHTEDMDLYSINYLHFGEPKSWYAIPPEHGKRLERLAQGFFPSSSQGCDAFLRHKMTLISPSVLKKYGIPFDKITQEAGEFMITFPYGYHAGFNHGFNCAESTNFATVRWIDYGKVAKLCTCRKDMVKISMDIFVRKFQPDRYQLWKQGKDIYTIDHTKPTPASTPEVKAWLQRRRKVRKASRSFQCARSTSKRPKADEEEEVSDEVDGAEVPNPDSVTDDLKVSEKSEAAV
# TPT1 inh: C. albicans TPT1 enzyme inhibition | recombinant caTPT1, FP RNA substrate dephosphorylation | inhibition, % at 5 µM | actives 0.81% (n = 300,000) | AID 1962;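 active = inhibition above the mean of all tested compounds plus 3 SD, set per screening campaign, cut at about 24% in these data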;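 note: plate controls were DMSO alone for no effect and ferristatin control at 100 nM for full effect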
# EBNA-1 inh: blocks EBNA-1 binding to DNA; actives 0.34% (n = 300,000); inhibition, % at 14.8 µM; EBNA-1 DNA binding, fluorescence polarization; in the data active = inhibition above about 28%
# CR mimetic SO: yeast age-related superoxide inhibition as caloric restriction mimetic; actives 0.18% (n = 330,000); AID 2690; S. cerevisiae aged cells, superoxide DHE fluorescence; stronger effect = lower value; superoxide response (% of plate mean), % at 10 µM;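 active = superoxide response under a set limit, about three screen SD below normal, cut at about 65% in these data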;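 note: yeast aged for seven days with compound at 30 °C before DHE staining; 100% = average MFI of all compound-treated wells on the plate with controls excluded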
# PP1 inh: PP1-alpha (human) inhibition in PP5 counter-screen | actives 0.9% (n = 320,000) | inhibition, % at 6.7 µM | AID 2235 | purified PP1alpha, OMFP fluorescence;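 active = inhibition above the mean inhibition of all tested compounds plus 3 SD, computed separately for each screening campaign, cut at about 15% in these data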
# PP5 inh: PP5 (human) phosphatase inhibition | P53041 | purified PP5c, OMFP substrate fluorescence | inhibition, % at 6.7 µM | actives 0.18% (n = 320,000) | AID 1987;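 active = inhibition above the campaign's mean inhibition across all tested compounds plus 3 SD, cut at about 9.5% in these data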;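 note: 0% = DMSO only and 100% = 100 µM cantharidin control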
# Target sequence (P53041 whole entry, looked up): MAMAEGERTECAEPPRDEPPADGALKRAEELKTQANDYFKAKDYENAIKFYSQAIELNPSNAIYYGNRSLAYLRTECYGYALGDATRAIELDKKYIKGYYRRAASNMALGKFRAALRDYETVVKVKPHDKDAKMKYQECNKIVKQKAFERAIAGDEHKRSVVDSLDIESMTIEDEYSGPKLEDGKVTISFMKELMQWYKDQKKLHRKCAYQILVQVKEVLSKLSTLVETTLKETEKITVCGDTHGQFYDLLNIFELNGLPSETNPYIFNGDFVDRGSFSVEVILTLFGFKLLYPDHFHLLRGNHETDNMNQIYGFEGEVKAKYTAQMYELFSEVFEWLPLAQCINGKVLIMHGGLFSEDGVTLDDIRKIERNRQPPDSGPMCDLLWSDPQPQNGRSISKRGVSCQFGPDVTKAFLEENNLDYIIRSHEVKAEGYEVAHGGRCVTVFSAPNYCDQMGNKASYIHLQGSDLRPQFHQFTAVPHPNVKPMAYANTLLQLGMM
# ZTA counter: counter-screen for EBNA-1 inhibitors: inhibitors of Epstein-Barr virus ZTA; P03206; ZTA-DNA binding, fluorescence polarization; inhibition, % at 11 µM; actives 0.15% (n = 320,000); AID 2234; in the data active = inhibition above about 33%
# HCV core dimer: blocks dimerization of HCV core protein; inhibition, % at 5 µM; actives 0.33% (n = 300,000); TR-FRET GST/Flag-core106 dimerization, 1536-well;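 active = inhibition above the mean of all tested compounds plus 3 SD, set per screening campaign, cut at about 45% in these data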
#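 System: GST/Flag-tagged HCV core106 proteins. Incubation: compound-protein-antibody incubation 4 h at 22.5 °C. Technique: HTRF with 340 nm excitation, 617/671 nm emission. Medium: KF-containing HEPES buffer, pH 7.45, DTT, CHAPS, BSA. Read-out: inhibition (%) from 671 over 617 nm ratio. Also added: Eu(K)-anti-GST 90 ng/mL plus XL665-anti-Flag 1 µg/mL.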
# CTSL1 counter: cathepsin L1 inhibition, PFM18AAP counter-screen; actives 0.49% (n = 300,000); recombinant F. hepatica cathepsin L1, Z-Leu-Arg-MCA fluorescence; inhibition, % at 5.96 µM; AID 1906;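 active = inhibition above the mean of all tested compounds plus 3 SD, set per screening campaign, cut at about 17% in these data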;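 note: 0% = plate median of test compound wells and 100% = 1 µM Z-Phe-Ala-diazomethylketone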
# Active calls of the source: *; · = not tested or not shown; & = joins results of further samples.
SMILES,GASC-1 inh,TPT1 inh,EBNA-1 inh,CR mimetic SO,PP1 inh,PP5 inh,ZTA counter,HCV core dimer,CTSL1 counter
N#Cc1cc2c(ccc3ccccc32)oc1=O,-22,-9,0,97,-3,3.4,14,-1,0
O=C(/C=C/c1ccc(OCCCF)cc1)NCc1cccc(Cl)c1,23,-3,12,91,3,1.5,0,4,1
Cc1cc(S(=O)(=O)NCC(c2ccccc2)c2ccccc2)ccc1-n1cnnn1,2,0,0,98,-1,4.0,8,2,2
CSCCC(NC(=O)c1ccco1)C(=O)N1CC=C(c2ccccc2)CC1 (centres undefined),8,-1,2,89,3,0.9,2,4,0
COc1ccc(C2/C(=C(/O)c3ccc4c(c3)CC(C)O4)C(=O)C(=O)N2CCN2CCOCC2)cc1 (centres undefined),16,0,-6,93,-2,0.8,-7,1,-1
CC(=O)c1cccc(NC(=O)N2CCCC2C(=O)NCc2ccc(C)cc2)c1 (centres undefined),-3,-4,16,98,-1,1.5,-8,3,-4
COc1c(Cl)cnn(-c2ccc(C)cc2)c1=O,-5,-1,5,104,-1,-0.9,17,5,-2
Cc1ccc(NC(=O)COC(=O)CCc2c[nH]c(=O)[nH]2)cc1,32,-2,3,103,-3,3.7,-6,-6,-8
COc1ccc(CCN(C)CCC(=O)Nc2cccc(C)c2)cc1OC,-1,-3,5,98,-3,0.4,7,1,1
COc1ccc(C(=O)CCC(=O)Nc2ccc(N3CCN(C)CC3)cc2)cc1OC,-9,·,·,114,-4,-1.6,9,·,·
CC(=O)c1ccc(N2CCN(C(=O)CCC(=O)c3cccs3)CC2)cc1,9,0,-7,79,7,0.1,-11,-4,-1
CCn1c(N2CCN(S(=O)(=O)c3ccccc3C(F)(F)F)CC2)nc2ccccc21,28&3,1,-6,109,0,6.3,-3,2,-5
Oc1ccccc1Oc1ncc(Br)c(Cl)n1,-36,-1,-14,135,1,-1.1,0,-4,8
O=C(c1ccc([N+](=O)[O-])cc1[N+](=O)[O-])N1CCN(C(=O)C2CCCO2)CC1 (centres undefined),-5,·,·,189,-5,2.9,5,·,·
CC(C)(C)S(=O)(=O)c1ccc2nc3c(n2c1)CCCC3,13,0,0,101,6,0.1,21,-3,-3
CC1(C(=O)N2CC3(CC(c4cccc(NC(=O)CC(c5ccccc5)c5ccccc5)c4)=NO3)C[C@@H]2C(N)=O)CC1 (some centres undefined),13,1,8,103,8,0.4,13,10,2
Cc1c(NC(=O)c2cccnc2C(=O)O)cccc1C(=O)O,-1,-2,-2,88,25*,0.5,0,-15,0
C=C1SC(=Nc2c(C)cccc2Cl)N(C(=O)c2sc3ccccc3c2Cl)C12CCCCC2,5,5,-18,98,-3,0.1,14,23,0
COc1cc(OC)cc(C(=O)NC(=S)NCc2ccco2)c1,14,-2,-1,98,-1,0.7,-9,-2,1
CCOc1ccc(C(C(=O)NCC2CCCO2)N(Cc2ccccc2)C(=O)c2snc(C(N)=O)c2N)cc1 (centres undefined),-22,-3,0,101,-2,1.8,-7,4,-2
COc1cc(/C=C2/CC(C)OC2=O)c([N+](=O)[O-])cc1OC (centres undefined),-1,2,-21,96,0,-5.7,-8,-4,0
CC(=O)NNC(=O)CCn1c2c(c3ccccc31)CCCC2,1,-5,4,92,1,-0.3,10,-4,-1
O=C(c1cccc(S(=O)(=O)N2CCOCC2)c1)N1CCN(Cc2ccc3c(c2)OCO3)CC1,-4,3,-6,107,-3,2.2,1,-3,0
OC(CN1CCNCC1)Cn1ccc2ccccc21 (centres undefined),-7,-7,2,93,0,1.5,1,-8,2
O=C(O/N=C\c1ccc(N2CCCCC2)c([N+](=O)[O-])c1)c1cccc(C(F)(F)F)c1,3,-1,13,96,-5,-2.3,18,6,5

# Next section, overlapping the part above by 2 compounds.
SMILES,GASC-1 inh,TPT1 inh,EBNA-1 inh,CR mimetic SO,PP1 inh,PP5 inh,ZTA counter,HCV core dimer,CTSL1 counter
OC(CN1CCNCC1)Cn1ccc2ccccc21 (centres undefined),-7,-7,2,93,0,1.5,1,-8,2
O=C(O/N=C\c1ccc(N2CCCCC2)c([N+](=O)[O-])c1)c1cccc(C(F)(F)F)c1,3,-1,13,96,-5,-2.3,18,6,5
Cc1csc(NC(=O)c2ccccc2[N+](=O)[O-])n1,-2,-2,-5,111,-5,1.2,-1,-5,-2
O=C(NCCS(=O)(=O)N1CCC2(CC1)OCCO2)c1ccccc1,164,-4,4,96,-3,1.6,2,-1,5
CC(C)OCCCN(CC(O)c1ccccc1)CC(O)c1ccccc1 (centres undefined),-2,-2,4,101,-2,0.4,2,-5,3
CCOC(=O)/C=c1\s/c(=C\c2sccc2C)c(=O)n1CC(=O)NCc1ccc(C)cc1,18,-3,8,99,1,-1.5,-12,-1,2
O=S(=O)(c1ccccc1F)N1CCN(CCc2ccccc2)CC1,-8,2,8,102,3,1.4,4,7,-8
CCCCCSc1nnc2c(n1)OC(c1cccn1C)N(C(C)=O)c1ccccc1-2 (centres undefined),-21,1,-14,108,-8,-3.4,6,5,-1
O=C(COc1ncnc2ccccc12)Nc1ccc(Cl)c([N+](=O)[O-])c1,19,-1,4,120,0,2.1,-8,-2,-1
CCOc1ccc(NC(=O)C(C)Sc2nccn2C)cc1 (centres undefined),1,0,7,104,-4,4.0,-12,-23,2
O=C(Nc1ccc2c(c1)OCO2)c1cnn2c(C(F)(F)F)cc(-c3ccco3)nc12,-5,5,-16,120,5,-8.2,0,12,5
Clc1ccc(-c2n[nH]c3c2CCC3)c(Cl)c1,-10,-1,-6,102,1,1.8,1,3,-1
N#C/C(=C(/O)c1ccc([N+](=O)[O-])s1)c1nc2ccccc2[nH]1,-1,3,-7,99,-4,-0.6,0,-1,5
CCSc1nnc(NC(=O)/C=C/c2ccc3c(c2)OCO3)s1,0,-2,7,102,-1,0.7,-7,-7,-4
CCOC(=O)c1cc(C)n(Cc2ccccc2)c1C,29,0,11,97,-2,-0.8,3,-7,-1
COc1ccc(Cc2n[nH]c(=S)n2N)cc1OC,15,-4,1,87,-2,-1.4,-1,-3,-1
COCCn1c(SCC(=O)NC(=O)Cc2ccccc2)nc2ccccc2c1=O,1,·,·,98,0,4.0,-10,·,·
COC(=O)N/N=C/c1cc(C)n(-c2ccccc2)c1C,3,2,0,114,-6,2.8,-7,5,0
C#CCn1cnc2c(oc3ccccc32)c1=O,-1,0,2,97,0,0.9,-12,-8,-4
CC(OC(=O)c1cccs1)C(=O)NCc1ccccc1 (centres undefined),-6,-1,-6,87,1,4.2,13,-3,-7
CCOC(=O)c1c(C)[nH]c(/C(C)=N/O)c1C,15,1,-18,103,-1,-2.3,8,3,0
COc1cc(/C=N/NC(=O)c2ccc(COc3ccccc3Cl)o2)cc(Br)c1O,-9,0,8,102,3,-2.0,1,-2,6
COc1cccc(CN(C)C(=S)Nc2cccc(C)c2)c1,-12,-4,-8,94,3,-1.7,-1,2,0
CC1=NN(c2ccccc2)C(=O)C1C(=O)c1cc([N+](=O)[O-])cc([N+](=O)[O-])c1 (centres undefined),6,-4,2,114,-7,-1.8,-3,3,-2
C=CCn1c(SC(C)C(=O)NCc2ccc3c(c2)OCO3)nnc1C1CCCCC1 (centres undefined),2,-2,3,103,4,0.7,5,-2,-1
COc1ccccc1N1CCN(Cc2c[nH]c3ccccc23)CC1,11,-2,-5,113,-5,0.1,-9,-1,0
c1ccc2c(C3CCO3)cccc2c1 (centres undefined),1,·,·,101,2,1.1,-19,·,·

# Six compounds already listed, ordered by the number in HCV core dimer, falling.
SMILES | HCV core dimer
O=C(Nc1ccc2c(c1)OCO2)c1cnn2c(C(F)(F)F)cc(-c3ccco3)nc12 | 12
CCCCCSc1nnc2c(n1)OC(c1cccn1C)N(C(C)=O)c1ccccc1-2 (centres undefined) | 5
CC1=NN(c2ccccc2)C(=O)C1C(=O)c1cc([N+](=O)[O-])cc([N+](=O)[O-])c1 (centres undefined) | 3
O=C(NCCS(=O)(=O)N1CCC2(CC1)OCCO2)c1ccccc1 | -1
C=CCn1c(SC(C)C(=O)NCc2ccc3c(c2)OCO3)nnc1C1CCCCC1 (centres undefined) | -2
Cc1csc(NC(=O)c2ccccc2[N+](=O)[O-])n1 | -5

# (further entries)
SMILES,GASC-1 inh,TPT1 inh,EBNA-1 inh,CR mimetic SO,PP1 inh,PP5 inh,ZTA counter,HCV core dimer,CTSL1 counter
Cc1cc(OC(=O)c2ccc(Cl)cc2Cl)c([N+](=O)[O-])c(=O)[nH]1,-20,-1,5,94,-5,-0.2,11,-4,-1
CCOC(=O)C1=C(C)NC(=O)NC1c1ccc(OC(=O)c2ccco2)c(OC)c1 (centres undefined),0,-2,3,97,0,-1.3,5,-2,-5
O=C(COC(=O)c1cc([N+](=O)[O-])ccc1N1CCOCC1)Nc1ccc(Cl)cc1,-44,0,6,110,-1,2.1,-16,-3,-3
CC[C@H](NC(=O)c1c(C)c(-c2ccccc2)nc2ccccc12)c1ccccc1,4&14,-3,10,90,2,-1.0,-14,1,-7
N#C/C(=N\Nc1cccc(C(F)(F)F)c1)C(=O)c1ccsc1,-14,-4,10,64*,1,7.3,1,-4,6
CCCCNC(=O)C1CCN(S(=O)(=O)c2c(C)noc2/C=C\c2ccc(OC)cc2)CC1,6,0,-3,80,13,0.5,-2,-4,6
COc1cc(NC(=O)c2cccs2)c(C(=O)OCC(=O)NCc2ccccc2)cc1OC,-14,0,11,114,5,0.1,3,0,2
Cc1ccc(NC(=O)c2cccc(Oc3ccc([N+](=O)[O-])cc3)c2)c(C(=O)O)c1,-24,-2,12,101,10,0.3,17,15,-3
Cc1ccc(NS(=O)(=O)c2ccc(Br)s2)cc1S(=O)(=O)N1CCOCC1,-27,-3,2,113,-1,-0.6,-7,4,3
COc1cc(C(=O)N2CCN(C(=O)C3CCCO3)CC2)cc(OC)c1OC (centres undefined),·,·,·,100,-5,0.9,2,·,·
Cc1nn(C)c(C)c1CN(C)C(=O)c1cc2nc(-c3ccco3)cc(C(F)(F)F)n2n1,7&10,2,-9,99,-1,3.2,-16,3,-1
